FLuc inh counter: Photinus pyralis luciferase inhibition counter-screen | P08659 | ATPLite firefly luciferase biochemical luminescence, 10 min | inhibition, % at 10 µM | 1.5% of 200,000 active | AID 1006;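 active = inhibition above about 50% when tested at 10 µM, limit read from the data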
Target sequence (P08659 whole entry, looked up): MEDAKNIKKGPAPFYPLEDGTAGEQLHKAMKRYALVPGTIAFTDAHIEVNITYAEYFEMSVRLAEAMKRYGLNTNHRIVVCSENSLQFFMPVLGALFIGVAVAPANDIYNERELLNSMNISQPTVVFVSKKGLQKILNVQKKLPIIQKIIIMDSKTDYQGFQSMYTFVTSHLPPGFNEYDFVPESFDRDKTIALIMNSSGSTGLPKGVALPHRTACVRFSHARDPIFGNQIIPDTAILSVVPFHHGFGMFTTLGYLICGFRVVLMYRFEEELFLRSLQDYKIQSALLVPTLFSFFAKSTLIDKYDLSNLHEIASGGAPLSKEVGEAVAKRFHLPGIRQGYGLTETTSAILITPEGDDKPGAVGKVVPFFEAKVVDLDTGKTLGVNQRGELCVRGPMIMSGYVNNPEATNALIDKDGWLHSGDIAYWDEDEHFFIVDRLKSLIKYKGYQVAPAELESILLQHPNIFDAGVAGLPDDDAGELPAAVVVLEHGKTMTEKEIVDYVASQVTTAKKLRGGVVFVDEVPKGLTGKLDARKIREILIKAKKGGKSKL
APP 5'UTR act: activates APP 5'UTR luciferase reporter; SH-SY5Y APP 5'UTR luciferase reporter, luminescence; zero percent = DMSO vehicle wells; activation, % at 2 µM; 1% of 190,000 active; AID 1276;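 active = activation above a set limit, based on mean plus 3 SD of controls, cut at about 140% in these data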; also: values of inactives mirror those of a sister screen read the other way
NF-kB neuron act: raises NF-kB expression in human neuronal cells; NF-kB reporter expression; hits give high values; fold change at 12.5 µM; 1.6% of 190,000 active; AID 1239; in the data active = fold change above about 3.3
bIAP activator: intestinal alkaline phosphatase (bovine) activation; 0.17% of 200,000 active; purified bovine IAP, CDP-star luminescence, 30 min; hits give high values; fold of DMSO-control signal, blank-subtracted; AID 1016; activation factor at 20 µM;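 active = activation factor of 2 or more at 20 µM, a signal rise over negative controls twice the positive control's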
PMI act satM6P: activators of human phosphomannose isomerase at near-saturating mannose 6-phosphate; P34949; activation factor at 20 µM; 0.34% of 190,000 active; coupled PMI enzyme assay, resazurin fluorescence, 20 min; hits give high values; 1 = untreated enzyme, 0 = substrate-free blank;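 active = activation factor of 2 or more at 20 µM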
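Test system: human phosphomannose isomerase with PGI, G6PDH, diaphorase coupling enzymes; Amount: PMI at 15 ng/mL final; Reagent: Mannose-6-phosphate 1.0 mM (near-saturating) plus 0.22 mM NADP+; Timing: 20 min, room temperature; Technique: resorufin fluorescence at Ex 544/Em 590 nm; Dosing: 20 µM single dose.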
PMI act: activators of human phosphomannose isomerase; AID 1214; P34949; purified human PMI, coupled resazurin fluorescence, 20 min; hits give high values; 1 = vehicle control, 0 substrate-free wells; activation factor at 20 µM; 0.005% of 190,000 active;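 active = activation factor of 2 or more at 20 µM, relative to plate controls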
TNAP act hiacc: activators of human TNAP at high phosphate acceptor concentration | P05186 | purified TNAP, CDP-star luminescence, 1 M DEA, 30 min; hits give high values; 0 = EDTA background, 1 = DMSO-only activity | 200,000 tested, under 10 active | activation factor at 20 µM;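 active = activation factor at least 2 at 20 µM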
Target sequence (P05186 whole entry, looked up): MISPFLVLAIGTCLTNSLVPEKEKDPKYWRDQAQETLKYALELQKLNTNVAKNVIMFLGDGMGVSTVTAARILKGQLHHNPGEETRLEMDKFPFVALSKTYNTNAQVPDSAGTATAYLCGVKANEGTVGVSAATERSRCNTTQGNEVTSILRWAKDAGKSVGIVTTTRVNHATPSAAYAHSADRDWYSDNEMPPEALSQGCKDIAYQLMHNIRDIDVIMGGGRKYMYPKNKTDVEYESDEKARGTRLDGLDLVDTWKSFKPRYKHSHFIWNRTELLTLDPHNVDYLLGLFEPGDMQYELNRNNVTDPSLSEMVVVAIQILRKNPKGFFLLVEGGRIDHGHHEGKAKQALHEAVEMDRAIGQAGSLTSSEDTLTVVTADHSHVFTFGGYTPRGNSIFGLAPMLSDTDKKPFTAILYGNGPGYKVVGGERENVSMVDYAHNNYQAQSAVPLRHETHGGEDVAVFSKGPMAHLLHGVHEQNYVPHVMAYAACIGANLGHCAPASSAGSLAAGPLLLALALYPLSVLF
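Measured by: Luminescent substrate turnover signal | Test system: Human TNAP | Input: TNAP 1/800 final | Dosing: 20 µM single point | Schedule: 30 min, room temperature | Controls: EDTA wells as negative control, DMSO wells as positive control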
TNAP inh noacc: inhibitors of human TNAP without phosphate acceptor | P05186 | purified TNAP, CDP-star luminescence, 30 min | inhibition, % at 20 µM | 0.26% of 200,000 active | AID 1012;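 active = tissue-nonspecific alkaline phosphatase inhibition above about 50% at 20 µM in the single-dose screen, limit read from the data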;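 also: 0% = DMSO negative control and 100% = EDTA positive control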
FLuc act counter: affects firefly luciferase, flagging false hits in luciferase stimulation screens. activation factor at 10 µM. 200,000 tested, under 10 active. P08659. ATPlite luciferase biochemical, luminescence, 10 min; 0 = ATP-free wells, 1 = DMSO control. AID 1027;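 active = luciferase activation factor, scaled between plate controls, of at least 2 with compound at 10 µM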
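assay system = Luciferase/luciferin detection reagent, cell-free biochemical luciferase assay | also added = ATP substrate | times = 10 min post-reagent at room temperature | measured by = luminescence from luciferase reaction | measure = luciferase activation, seen as luminescence increase over controls | benchmarks = low control with PBS replacing ATP, high control enzyme plus ATP without compound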
TNAP inh hi DEA: blocks human TNAP under high phosphate acceptor concentration. 0.03% of 200,000 active. inhibition, % at 20 µM. AID 1135. purified TNAP, CDP-star luminescence, 1 M DEA;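 active = over 50% inhibition of tissue-nonspecific alkaline phosphatase at 20 µM in the single-dose screen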;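 also: plate controls were DMSO wells for no effect and EDTA-quenched wells as full inhibition for full effect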
Starred values were filed as active, the others as inactive; x = not tested or not shown.

SMILES	FLuc inh counter	APP 5'UTR act	NF-kB neuron act	bIAP activator	PMI act satM6P	PMI act	TNAP act hiacc	TNAP inh noacc	FLuc act counter	TNAP inh hi DEA
COc1ccc(C(=O)OCCN2CCOCC2)cc1	-5.5	-15.3	1.39	0.9	1.2	1.2	1	-8.6	1.1	-2.7
CCCCC(=O)N(c1ccc(C)c(C)c1)C1C=CS(=O)(=O)C1 (stereo not drawn)	-7.9	-1.6	1.1	1.1	1	0.9	1	-10.9	1.1	-3.7
COc1ccccc1CNc1nc(S(=O)(=O)c2ccccc2)c(Cl)s1	-3.7	1.4	0.83	0.8	1	1	1	0.0	1	-2.2
COc1ccc(N2CC(NC(=O)N3CCc4ccccc43)CC2=O)cc1OC (stereo not drawn)	0.4	-12.4	1	1.1	1	1	1	-4.7	1	1.3
COc1ccc(C(=O)COC(=O)CCn2nnc(-c3cccs3)n2)cc1	-5.6	3.5	1.1	0.8	1	1	1	-0.2	1.1	0.3
Clc1cccc(-c2ccnc3nc(-n4cccc4)nn23)c1	-3.9	13.2	1.08	0.9	1	1	1	-4.2	1	0.7
COc1ccc(/C=C/C(=O)OCCNC(=O)c2ccncc2)cc1OC	-3.6	-0.4	1.08	1	1.2	1.2	1	3.8	1	1.4
CC(C)NC(=O)Cn1c(=O)cnc2ccccc21	-10.6	-4.2	1.19	0.9	1.1	1.1	1	-10.1	1.1	-1.7
Cc1ccc(N2CC(C(=O)NC3=NCCS3)CC2=O)cc1C (stereo not drawn)	-3.9	4.7	1.08	0.9	1	1	1	-12.4	1	-3.6
CCOc1ccccc1N(C(=O)CNC(=O)c1ccco1)C(C(=O)NC(C)(C)C)c1ccncc1 (stereo not drawn)	-3.9	-11.5	1.12	1.1	0.9	1	1	-8.1	1	-4.3
CCOC(=O)C1CCN(CC(=O)N2C(C)CCCC2C)CC1 (stereo not drawn)	-2.0	27.6	1.04	1.1	1	0.9	1	-4.8	1	-1.8
C=CCNC(=O)COc1c(C)ccc(C)c1C	-5.8	-5.6	x	1	1.1	1	1.1	-15.2	1.1	-5.1
CN(C(=S)NC1CCCCC1)C1(c2ccccc2Cl)CCCCC1=O (stereo not drawn)	-5.1	14.0	0.96	0.9	0.9	0.9	1	-9.4	1.1	-2.8
COc1cccc(CN(C)CC(=O)NCc2ccccc2Cl)c1OC	2.3	7.7	1.01	1	1	1	1	-5.0	1	1.3
Cc1cccc(-c2nnc(SCC#N)n2-c2cccc(Cl)c2)c1	-8.1	-0.6	1.21	0.8	0.9	0.9	1.1	-9.6	1.1	-5.5
CCn1c(SCC(=O)Nc2nc3ccccc3s2)nnc1-c1ccc(Br)cc1	-1.0	-5.0	1.06	0.9	1	1	0.9	-11.7	1	10.9
Cn1c(CCNC(=O)c2ccco2)nc2cc(NC(=O)NC3CCCCC3)ccc21	10.9	3.2	1.4	1.1	1	0.9	1	-7.9	0.9	-0.7
CC(C(=O)N=c1sc2ccccc2n1C)N1C(=O)C2CC=CCC2C1=O (stereo not drawn)	5.5	-7.3	1.02	1.1	1.2	1.1	1	-1.5	0.9	3.0
Cn1nc(-c2ccccc2)c2cc(C(=O)O)sc21	-6.2	-16.6	0.94	1.1	1.2	1.2	1.1	-5.9	1.1	-8.8
O=C(NCc1ccncc1)c1ccc(Oc2ccccc2)cc1	-0.8	-4.9	1.15	1.1	0.9	0.9	1	-4.6	1	-3.6
CCCC1(C(=O)OCC)NC(c2ccc(N(C)C)cc2)C2C(=O)N(c3ccccc3)C(=O)C21 (stereo not drawn)	-9.2	8.2	1.07	0.9	1	1.1	1	1.6	1.1	-1.1
CS(=O)(=O)N1N=C(c2ccco2)CC1c1ccc(Br)cc1 (stereo not drawn)	-8.2	9.1	1.6	1	1	1	1	-20.9	1.1	-3.3
O=C(CSc1nc(-c2ccccc2)c(-c2ccccc2)[nH]1)N1CCN(S(=O)(=O)c2ccccc2)CC1	-2.5	-11.1	0.84	1.1	1	0.9	1.1	-16.7	1	-5.6
Cc1ccc(NC(=O)COC(=O)[C@H](C)NC(N)=O)c(C)c1	-3.9	14.2	0.89	1	0.9	1	1	-6.9	1	-3.9
CCOC(=O)C1=C(Nc2ccccc2)OCC1=O	-3.0	9.9	1.11	1	0.9	0.8	1	-8.1	1	-3.8
SMILES	FLuc inh counter	APP 5'UTR act	NF-kB neuron act	bIAP activator	PMI act satM6P	PMI act	TNAP act hiacc	TNAP inh noacc	FLuc act counter	TNAP inh hi DEA
COc1ccc(NC(=O)c2ccc(-n3cccn3)c([N+](=O)[O-])c2)cc1	0.7	1.0	1.02	1	0.9	0.9	1	-3.5	1	0.1
O=S(=O)(c1ccccc1)c1nc(NCc2ccccc2)sc1Cl	-7.3	-7.2	0.89	0.9	1.1	1	1	-2.9	1.1	-4.7
CCCCC(CCC(=O)Nc1ccc(C(=O)OCC)cc1)C(=O)O (stereo not drawn)	-0.6	8.6	1.24	0.9	1	1	1	-8.5	1	0.6
O=C(c1cc2ccccc2oc1=O)N1CCN(c2ccc(N3CCOCC3)nn2)CC1	9.8	4.0	1.01	0.9	0.9	0.9	1	-10.0	0.9	0.4
Cc1csc(C(=O)O)c1-c1c(C)csc1C(=O)O	-4.4	13.4	1.25	1	1	1.1	1.1	-15.7	1	-5.7
Cc1ccc(NC(=O)CN2C(=O)NC(Cc3ccccc3)C2=O)c(Br)c1 (stereo not drawn)	-9.5	-3.8	0.93	1	1.1	1.1	1	-7.3	1.1	-1.7
O=C(NCCCN1CCCC1=O)c1cc(NS(=O)(=O)c2ccc(F)cc2)cc(NS(=O)(=O)c2ccc(F)cc2)c1	-1.1	x	1.27	1	1.1	1	1.1	0.9	1	-7.0
CCN(CC)S(=O)(=O)c1ccc(N(C)C)c(NC(=O)CC(NC(C)=O)c2ccccc2)c1 (stereo not drawn)	-0.1	4.6	1.03	1.1	1.1	1.1	1	-5.7	1	1.1
O=C(COC(=O)C1COc2ccccc2O1)NC(=O)NC1CCCCC1 (stereo not drawn)	-8.8	0.6	1.11	1	1	1	1.1	-11.5	1.1	-5.5
CSc1nc(C)cc(C)c1C(N)=O	-3.3	-1.1	0.99	0.9	1	1.1	1	-11.4	1	-3.6
O=C(NC1(C(F)(F)F)NC(=O)N(c2ccc(F)cc2)C1=O)c1cccs1 (stereo not drawn)	-1.8	18.2	0.83	1	1	0.9	1	-12.0	1	0.9
C=C(C)C1CC=C(C)/C(=N/NC(=O)COc2cccc(C)c2)C1 (stereo not drawn)	-3.2	6.6	1.46	1	0.8	0.9	1	-9.5	1	-3.6
O=c1c(Br)c(Br)cnn1-c1ccccc1	-4.2	-95.5	0.23	1	1	0.9	1	-6.0	1	-2.6
CCNC(=O)NC(=O)C(C)OC(=O)c1oc2ccccc2c1CSC1CCCCC1 (stereo not drawn)	0.7	5.5	1	1.1	1	1	1	-8.1	1	-4.3
COc1cccc(NC(=O)C2C3C=CC4(O3)C2C(=O)N(C(C)C)C4C(=O)NC2CCCCC2C)c1 (stereo not drawn)	-7.8	6.1	1.31	0.9	1	1	1	-2.9	1.1	1.6
O=S(=O)(NCC1CCCO1)c1ccc(S(=O)(=O)N2CCCC2)cc1 (stereo not drawn)	-4.8	-11.1	0.98	1	1.1	1.2	1.1	-10.3	1	-6.0
O=C(C(Sc1ccccc1)c1ccccc1)N1CCOCC1 (stereo not drawn)	-7.2	5.0	1.11	0.8	1.1	0.9	1	-8.4	1.1	2.5
O=C(NCc1ccc(N2CCCC2=O)cc1)NC1CCCCC1	-6.2	3.4	1.07	1	0.9	0.9	1	-10.4	1.1	-1.6
CC(C)CNS(=O)(=O)c1ccc(CCC(=O)NCc2ccncc2)cc1	-2.8	23.6	1.12	1	1	1	1.1	-8.7	1	-8.8
Cc1ccc(-n2c(C)cc(/C=N/Nc3ccc([N+](=O)[O-])cn3)c2C)cc1	-5.3	24.8	1.28	0.8	1.2	1.1	0.9	3.5	1.1	7.3
N#Cc1ccsc1NC(=O)CN1CCCCCC1	-5.4	-2.2	1.19	0.9	1	1	1	-6.0	1.1	-2.9
COc1ccc2c(c1)CC(C)C/C2=N\NC(=O)c1ccco1 (stereo not drawn)	-3.3	5.8	0.67	1.2	1	1.1	1	-14.8	1	-2.3
Cc1nn(Cc2c(F)c(F)c(F)c(F)c2F)c(C)c1NC(=O)c1nn(C)cc1[N+](=O)[O-]	-2.6	-17.8	0.72	0.9	1	1	1	-7.4	1	-2.0
COc1ccc(-c2nc(SC(CC(=O)NCCO)c3cccs3)n[nH]2)cc1 (stereo not drawn)	-2.3	6.7	1.44	0.8	1	1.1	1	71.3*	1	-3.5
CN(Cc1ccco1)C(=O)c1c[nH]c2ccc(S(=O)(=O)Nc3ccc4c(c3)OCCO4)cc2c1=O	-5.4	8.5	0.93	1	1.1	1.1	1.1	-0.2	1.1	-5.6
SMILES	FLuc inh counter	APP 5'UTR act	NF-kB neuron act	bIAP activator	PMI act satM6P	PMI act	TNAP act hiacc	TNAP inh noacc	FLuc act counter	TNAP inh hi DEA
O=C(CSc1nnc(C2COc3ccccc3O2)o1)Nc1nccs1 (stereo not drawn)	-3.7	-5.7	1.26	0.9	0.9	0.9	1	-15.9	1	0.5
Cc1c(NC(=O)C2(c3ccc(Cl)cc3)CCCC2)c(=O)n(-c2ccccc2)n1C	-8.7	2.7	0.82	1	1	1	1.1	-9.0	1.1	-5.9
NC(=O)c1ccsc1NC(=O)c1ccc(S(=O)(=O)N2CCCC2)cc1	0.9	28.8	1.38	1	0.9	1	1	-15.3	1	-1.5
C=CCOc1ccc(CNCCc2ccc(S(N)(=O)=O)cc2)cc1	-2.5	7.5	1.06	1	1.2	1.2	1	-10.6	1	-2.2
Cc1ccc(NC(=O)Cn2nnc(-c3ccccc3NC(=O)c3cccs3)n2)cc1	-0.7	13.9	1.56	0.7	1	0.9	1	-11.9	1	1.0
CCN(CC)CCOC(=O)/C=C/c1ccccc1OC	-0.8	9.7	0.92	0.9	1	1.1	1	-11.4	1	1.1
Cc1cc(N2CCN(c3ccc(F)cc3)CC2)nc2cc(O)ccc12	1.2	4.0	0.54	0.9	1	1	1.1	-23.1	1	-6.6
CCCn1c(C2CC(=O)N(c3cc(OC)ccc3OC)C2)nc2ccccc21 (stereo not drawn)	-5.4	2.1	0.61	1	0.8	0.8	1	-7.7	1.1	-3.1
Cc1sc(NC(=O)c2ccc(Br)s2)c(C(N)=O)c1C	31.8	108.0	5.2*	0.9	1.1	1	1	-6.9	0.7	-0.4
COc1ccc(Cn2nnnc2C(c2ccccn2)N2CCN(c3cc(Cl)ccc3C)CC2)cc1 (stereo not drawn)	-7.6	2.1	0.95	1.1	1	1.1	1	-5.2	1.1	-3.0
CCOC(=O)c1nn(-c2ccc(F)cc2)c(=O)c2c(N)scc12	-5.0	-8.3	1.18	1.2	0.4	0.6	1	-6.6	1.1	-4.6

Screening data: PubChem, several laboratories

This is a random part of the collection; overall some 3.6% were active at least once.
